MCL1 BIM primary: inhibitors of human MCL1 binding to BIM-BH3 peptide. Q07820. GST-MCL1 / FITC-Bim-BH3 fluorescence polarization. inhibition, % at 10.9 µM. 0.68% of 320,000 active. AID 2057;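 active means inhibition above the mean inhibition of all tested compounds plus 3 SD, set per campaign, cut at about 40% in these data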;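 further: 0% = DMSO wells and 100% = unlabeled Bim-BH3 peptide control; higher means more loss of mP so more displacement of Bim peptide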
VLA-4 inh: inhibition in a human VLA-4 binding assay; P13612; inhibition, % (about 7 µM as worked out from the volumes in the protocol); VLA-4 expressing cells, ligand binding flow cytometry; 0.2% of 330,000 active; in the data active means inhibition above about 50%
GRK2 inh: inhibitors of human GRK2 displacing RNA aptamer | P25098 | bead flow cytometry, FAM-aptamer displacement from GRK2 | inhibition of aptamer binding, % at 10 µM | 0.59% of 330,000 active;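 active means inhibition of aptamer binding above 40%, roughly 3 SD of noise, on plates passing a quality check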;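 further: median bead fluorescence of bound FAM aptamer so fluorescent compounds give negative values; no value below 0 was filed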
Target sequence (P25098 whole entry, looked up): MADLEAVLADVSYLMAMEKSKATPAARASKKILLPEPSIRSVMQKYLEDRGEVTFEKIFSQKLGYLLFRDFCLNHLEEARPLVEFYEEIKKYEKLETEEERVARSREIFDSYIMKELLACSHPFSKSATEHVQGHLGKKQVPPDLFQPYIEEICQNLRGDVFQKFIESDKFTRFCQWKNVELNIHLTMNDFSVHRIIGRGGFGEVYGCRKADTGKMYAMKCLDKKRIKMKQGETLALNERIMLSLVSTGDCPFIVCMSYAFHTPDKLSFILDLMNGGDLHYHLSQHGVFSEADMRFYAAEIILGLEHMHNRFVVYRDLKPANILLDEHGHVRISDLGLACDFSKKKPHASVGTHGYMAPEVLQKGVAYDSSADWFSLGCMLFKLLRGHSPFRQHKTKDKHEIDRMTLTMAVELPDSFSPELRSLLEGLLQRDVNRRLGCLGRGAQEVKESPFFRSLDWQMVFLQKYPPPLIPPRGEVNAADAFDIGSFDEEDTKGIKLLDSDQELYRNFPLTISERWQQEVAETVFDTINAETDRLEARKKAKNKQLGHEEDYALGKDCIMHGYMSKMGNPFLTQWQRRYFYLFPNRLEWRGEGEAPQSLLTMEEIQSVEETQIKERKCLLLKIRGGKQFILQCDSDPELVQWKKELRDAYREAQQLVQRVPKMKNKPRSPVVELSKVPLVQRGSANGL
BCLXL inh: blocks human Bcl-xL binding to Bim BH3 peptide; 0.7% of 320,000 active; inhibition, % at 10.9 µM; GST-Bcl-xL / FITC-Bim BH3 peptide fluorescence polarization; Q07817; AID 2129;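 active means inhibition above the mean of all tested compounds plus 3 SD, cutoff set per campaign, cut at about 30% in these data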;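 further: 0% = DMSO wells and 100% = unlabeled Bim-BH3 peptide competitor; inhibitors lower millipolarization by displacing the labeled peptide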
Target sequence (Q07817 whole entry, looked up): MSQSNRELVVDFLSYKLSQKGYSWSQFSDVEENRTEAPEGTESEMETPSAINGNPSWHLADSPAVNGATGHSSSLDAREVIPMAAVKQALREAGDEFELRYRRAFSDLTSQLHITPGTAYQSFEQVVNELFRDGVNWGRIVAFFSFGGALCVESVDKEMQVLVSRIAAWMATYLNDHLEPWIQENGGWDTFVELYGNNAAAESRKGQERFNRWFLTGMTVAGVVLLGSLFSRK
MEX-5 binding: C. elegans MEX-5 TCR-2 RNA binding activity | Q9XUB2 | 0.38% of 300,000 active | activity score (negative = inhibition of binding), % at 10 µM | MEX-5/FITC-TCR2 RNA binding, fluorescence polarization; hits give low values | AID 1832;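 active means inhibition past about -25% in most replicates, and total fluorescence under double the plate's negative control median, limit read from the data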;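 further: 0% = DMSO and -100% = 5 µM competing unlabeled TCR2 RNA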
AGP1 TOR yeast: yeast TOR pathway AGP1-GFP modulation; S. cerevisiae AGP1-GFP multiplex flow cytometry, 3 h; GFP as percent of DMSO wells; 0.02% of 320,000 active; GFP response vs DMSO, % at 10 µM; AID 2066;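 active means GFP response relative to DMSO above a set limit, near screen average plus 3 SD, cut at about 150% in these data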;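 further: median GFP channel fluorescence of the gated AGP1 strain per well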
Fam108B inh: Fam108B inhibition, counter-screen for RBBP9 inhibitors | recombinant Fam108B, FP-Rh probe fluorescence polarization | inhibition, % at 9.51 µM | 0.33% of 300,000 active | AID 1947;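 active means inhibition above the screen mean inhibition plus 3 SD, computed separately per campaign, cut at about 18% in these data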;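 further: inhibitors lower polarization as less probe binds the enzyme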
GLD-1 RNA inh: GLD-1-TGE RNA interaction inhibition (C. elegans); AID 2280; purified GLD-1 + fluorescein TGE RNA, fluorescence polarization; inhibition, % at 5.96 µM; 0.44% of 320,000 active;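 active means percent inhibition above a per-plate cutoff, the plate mean of test compounds plus 3 SD, cut at about 30% in these data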;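 further: 0% = DMSO wells with GLD-1 and probe and 100% = wells lacking GLD-1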
CIT2 TOR yeast: yeast TOR pathway CIT2-GFP modulation | 0.065% of 320,000 active | GFP response vs DMSO, % at 10 µM | S. cerevisiae CIT2-GFP strain, flow cytometry, 3 h; 100 means same as DMSO wells | AID 2029;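 active means GFP response relative to DMSO above a set limit, near the screen mean plus 3 SD, cut at about 150% in these data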;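 further: ratio of well median GFP fluorescence to mean of DMSO wells on the plate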
* hit, by the source's call; · = not tested or not shown; [ ] = remark or other dose.

Screens in order – MCL1 BIM primary, VLA-4 inh, GRK2 inh, BCLXL inh, MEX-5 binding, AGP1 TOR yeast, Fam108B inh, GLD-1 RNA inh, CIT2 TOR yeast
1: O=C(Nc1cc(C(F)(F)F)ccc1N1CCOCC1)c1cccnc1Cl
  6, -15, 0, 5, 0.7, 97, -3, 3, 94
2: CCN(CC(=O)Nc1ccccc1C(F)(F)F)C(=O)c1cc(-c2ccccc2)nn1-c1ccccc1
  -1, 6, 7, 4, 0.8, 103, 0, 0, 91
3: OC(CNCc1ccccc1)Cn1ccc2ccccc21 (stereo unspecified)
  8, -8, 0, 3, -1.1, 102, 1, -2, 98
4: Cc1ccccc1C(=O)N1CCN(c2ccc(NC(=O)c3ccc4c(c3)OCCO4)cc2)CC1
  4, 5, 4, 5, 2.9, 103, 5, 4, 96
5: O=C1c2ccccc2C(=O)N1CCCc1c[nH]c2ccccc12
  5, 7, 1, 6, 1.9, 86, 2, -2, 84
6: CCOC(=O)N1CCC(Nc2nc(OC)nc(OC)n2)CC1
  -2, 7, 1, 1, 1.0, 107, -10, -1, 104
7: Cn1cc(CN2CCC(C(=O)Nc3cccc(-c4cscn4)c3)CC2)cn1
  7, -12, 0, 7, 2.4, 102, -4, -4, 104
8: CN(C(=O)COC(=O)c1ccc2c(c1)OCO2)C1CCCCC1
  ·, 14, 2, ·, ·, 99, ·, -4, 105
9: CCN(CC(=O)Nc1c(F)cccc1F)C(=O)/C=C/c1ccc(Br)s1
  -6, 12, 0, -2, -2.7, 101, 1, -1, 99
10: O=C(NNC(=S)Nc1ccccc1Cl)c1ccccc1
  16, -11, 5, 6, -3.6, 95, -1, 2, 99
11: O=C(Nc1ccc(C(=O)Nc2ccccc2Cl)cc1)c1cccnc1
  ·, 7, 0, ·, ·, 91, ·, ·, 93
12: O=C(CCCCn1c(=O)[nH]c2ccsc2c1=O)NCCc1ccccc1
  5, -9, 1, 1, -1.2, 106, -9, -4, 91
13: COC(=O)CSc1nc2ccc(N)cc2s1
  1, 14, 3, 5, 1.0, 103, 3, 1, 99
14: Cc1ccc(C(=O)NCC(=O)OCC(=O)NC2CCCC(C)C2C)s1 (stereo unspecified)
  6, -4, 7, 3, -1.6, 97, 4, 5, 103
15: CCSc1nnc(NC(=O)c2cnccn2)s1
  21, -4, 5, 11, -7.2, 95, 1, 10, 106
16: COCc1nnc(NC(=O)c2ccc(S(=O)(=O)N(C)Cc3ccccc3)cc2)o1
  1, 0, 5, 1, -1.9, 97, 3, -4, 93
17: CC1(c2nnc(-c3ccc(F)cc3)o2)CC(c2cccnc2)=NO1 (stereo unspecified)
  3, 28, 0, 9, 0.2, 94, -1, 4, 109
18: CC1(C)CC2(CCO1)CNC(=O)O2 (stereo unspecified)
  8, 16, 0, 5, -0.1, 100, -1, -1, 97
19: O=[N+]([O-])c1cc(S(=O)(=O)N2CCOCC2)ccc1NS(=O)(=O)c1ccccc1
  ·, 11, 1, ·, ·, 94, ·, 1, 112
20: CCn1c(CCn2c3ccccc3c3ccccc32)n[nH]c1=S
  5, -3, 2, -4, 2.1, 101, 5, 5, 103
21: O=C(c1cccc([N+](=O)[O-])c1)c1ccc2c(c1)OCCOCCOCCOCCO2
  3, 11, 0, 4, ·, 108, 1, -4, 103
22: O=S(=O)(Nc1ccccc1Cl)c1ccc(F)cc1
  6, 7, 0, 3, 0.2, 95, -6, 4, 108
23: Cc1cccc(/C=N/c2sc3c(c2C#N)CCN(Cc2ccccc2)C3)c1O
  -2, -33, 0, 9, -0.6, 94, 0, -16, 100
24: O=C(Nc1ccc2nc(-c3ccccn3)c(-c3ccccn3)nc2c1)N1CCOCC1
  11, -18, 1, 10, -1.3, 104, 1, 9, 102
25: Cc1cccc(C2N(c3nccs3)C(=O)C3CCCN32)c1 (stereo unspecified)
  3, 0, 0, 6, 2.5, 93, 1, -2, 85
26: C=C1C(=O)O[C@@]23[C@H]1CC[C@@H](C)[C@@H]2CC[C@@]1(C)O[C@@H]31
  ·, 6, 7, ·, ·, 105, ·, 7, 85
27: CCOC(=O)c1c(C)n(C)c2ccc(OC)c(NC(=O)CN3CCC(C(=O)OCC)CC3)c12
  -14, 0, 0, -6, -1.0, 102, 1, -3, 101
28: Cc1cc(C)cc(NC(=O)C/C(N)=N/O)c1
  5, 13, 0, 2, -2.0, 94, 4, 1, 100
29: Cc1ccc(C(C(=O)NCC2CCCO2)N(C(=O)c2snc(C(N)=O)c2N)c2ccc(C)c(C)c2)o1 (stereo unspecified)
  2, -16, 2, 4, -0.7, 103, -4, 0, 108
30: O=C(c1cc(-c2ccccc2O)on1)N1CCCCCC1
  7, 8, 1, 4, -0.5, 101, 5, -1, 102
31: CS/C(=N\NC(N)=O)c1ccccc1
  8, 7, 4, 7, -1.0, 98, 5, 6, 98
32: CN1C(=O)C(C)(C)c2cc(S(=O)(=O)N3CCC(C(=O)NCc4ccc(Cl)cc4)CC3)ccc21
  5, -15, 0, 5, -2.4, 98, 2, 4, 103
33: O=C(OCc1nnc(-c2ccccc2)o1)c1cn(-c2ccccc2)nc1-c1ccccc1
  0, 32, 0, -2, 0.0, 93, -5, -6, 86
34: CCOc1ccccc1C(=O)Nc1nnc(C(C)C)s1
  2, -10, 2, 1, 2.6, 95, -5, 3, 107
35: C=C[C@@H]1c2cc(C)ccc2N(S(=O)(=O)c2ccc(C)cc2)[C@H](c2ccccc2)C1(C#N)S(=O)(=O)c1ccccc1 (stereo partly specified)
  ·, -1, 1, ·, ·, 87, ·, 0, 87
36: C=CCn1c(SCc2cc(=O)n3ccsc3n2)nc2sc(C)c(C)c2c1=O
  8, 10, 1, 5, 1.3, 103, 1, -3, 94
37: CN(C)C(=O)c1ccc(NC(=O)c2ccccc2SCC(=O)N2CCCC2)cc1
  15, 27, 0, 5, ·, 101, ·, 6, 97
38: O=C(N/C(=C/c1cn(-c2ccccc2)nc1-c1ccccc1)C(=O)N1CCOCC1)c1ccc(Cl)cc1Cl
  -2, -2, 6, 3, -3.3, 101, 0, 0, 94
39: COc1ccc(C(=O)/C(C#N)=N/Nc2ccc([N+](=O)[O-])cc2)cc1
  -8, -7, 0, -1, -0.5, 108, 14, -6, 111
40: Cc1cc(C)n(CC(=O)Nc2ccc3c(c2)OCO3)c(=O)c1C#N
  0, -2, 0, 3, 3.6, 111, 1, 4, 95
41: O=[N+]([O-])c1ccc(/C=N/Nc2ncccc2[N+](=O)[O-])s1
  0, -7, 0, 1, -2.1, 106, 5, 0, 105
42: CC(C)OC(=O)c1cc2c(ccn2C)n1CC(=O)N(Cc1ccccc1)c1ccc(F)cc1
  14, 10, 1, 9, -0.9, 107, 0, 25, 98
43: CSc1ncccc1C(=O)OCC(=O)Nc1cc(C(F)(F)F)ccc1N1CCOCC1
  4, 7, 9, 4, -2.0, 99, 0, 8, 101
44: O=C(Oc1cccc(NC(=O)c2ccco2)c1)c1cccc(S(=O)(=O)N2CCCCC2)c1
  2, -2, 1, 2, -1.3, 89, -8, -3, 90
45: CN(CCCN1CCCCC1)C(=O)c1cc(COc2ccc(F)cc2F)on1
  4, 19, 1, 4, 1.2, 99, 3, 1, 100
46: CCCCc1cc(=O)oc2c(CN3CCN(C)CC3)c(O)ccc12
  -2, 7, 0, -2, 5.5, 102, -4, -9, 109
47: CN1CCC23c4ccccc4NC1C21CCN(C)C3Nc2ccccc21
  -1, 41, 0, 2, -6.1, 100, -3, 9, 98
48: COc1cccc(CNCCO)c1OCc1ccccc1
  1, 1, 0, 0, 1.3, 100, -2, -3, 97
49: CCOC(=O)Cc1csc(NC(=O)c2ccc3ncsc3c2)n1
  3, -6, 1, -1, 2.1, 103, -2, -5, 98
50: COc1ccc(-c2nn(-c3ccccc3)cc2C(=O)N2CCOCC2)cc1
  1, 8, 2, 2, 0.8, 103, -4, -6, 102
51: COc1ccc(C(C)=O)cc1CSc1nc(C)cc(C)n1
  3, 0, 0, 1, -1.3, 88, 1, -6, 83
52: O=C(NCc1ccccn1)C(=O)NCC1OCCN1S(=O)(=O)c1ccc(Cl)cc1 (stereo unspecified)
  5, -1, 0, 3, 0.3, 98, 8, 4, 99
53: O=C(Nc1ccnn1C1CCN(C/C=C/c2ccc(F)cc2)CC1)C1CCCC1
  3, -4, 0, 1, -1.6, 101, 0, 3, 98
54: COc1cc(/C=N/NC(=O)c2ccncc2)ccc1OC(=O)c1cc(OC)c(OC)c(OC)c1
  -5, -6, 4, 0, -2.9, 102, -1, 2, 105
55: Cc1ccc(S(=O)(=O)C(C#N)c2nc3ccccc3nc2N2CCCC2)cc1 (stereo unspecified)
  75*, -3, 2, 83*, -3.6, 98, 13, 57*, 96
56: C=CCn1c(COc2ccccc2F)nnc1SCC(=O)N1CC(=O)Nc2ccccc21
  -7, -9, 9, -6, 0.2, 111, -1, 10, 110
57: O=C(Cc1c(F)cccc1Cl)Nc1ccccc1C(=O)N1CCCCC1
  -4, -1, 0, 3, -1.0, 108, 2, 5, 102
58: CCOC(=O)C1=NNC2(c3ccc(C)cc3)C(=O)N(c3ccc(Cl)cc3)C(=O)C12 (stereo unspecified)
  10, -2, 3, 1, -0.3, 93, 0, 8, 94
59: COc1ccc(NC(=O)[C@@H]2CCCN2S(=O)(=O)c2cccc3cccnc23)cc1
  3, -5, 0, 5, ·, 92, -2, -3, 125
60: C[C@H]1CN=C(N(C)C)N1CCc1ccccc1
  -1, -6, 4, 2, ·, 100, 0, -2, 97

Following part
Screens in order – MCL1 BIM primary, VLA-4 inh, GRK2 inh, BCLXL inh, MEX-5 binding, AGP1 TOR yeast, Fam108B inh, GLD-1 RNA inh, CIT2 TOR yeast
61: Cc1cn(-c2cc(C(=O)Nc3ccc(C)c(NC(=O)C(=O)c4c[nH]c5ccccc45)c3)cc(C(F)(F)F)c2)cn1
  3, -7, 32, 1, -0.5, 76, -46, -7, 86
62: COc1ccc(C[C@H]2c3cc(O)c(OC)cc3CC[N+]2(C)[O-])cc1O (stereo partly specified)
  0, 33, 1, 2, 2.0, 87, 2, -3, 93
63: CCCc1cc(C(=O)NCCc2ccc(OC)c(OC)c2)no1
  0, -8, 0, 1, -0.4, 80[may fluoresce red], -2, 4, 81[may fluoresce red]
64: O=C(COC(=O)Cc1cn2ccsc2n1)Nc1nc2ccccc2s1
  7, -4, 0, 6, 1.7, 95, -2, 1, 90

Compound activity from PubChem.
